GDH-TPI counter: counter-screen for M. tuberculosis FBA inhibitors: GDH-TPI coupled enzymes; GDH-TPI coupled enzyme counterscreen, NADH absorbance; 360,000 compounds, 1.2% hits; inhibition, % at 4.8 µM; in the data active = inhibition above about 30%;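 note: 0% = DMSO wells and 100% = wells lacking the enzyme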
Mtb BioA inh: blocks M. tuberculosis BioA enzyme activity; inhibition, % at 9.99 µM; 360,000 compounds, 0.096% hits; AID 602481; purified M. tuberculosis BioA enzyme, plate reader; in the data active = inhibition above about 40%; inconclusive = no clear call, values can overlap the other calls
Rv3671c protease: inhibits the M. tuberculosis serine protease Rv3671c; P9WHR9; inhibition, % at 5.96 µM; 320,000 compounds, 0.048% hits; in the data active = inhibition above about 38%;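 note: extracellular domain of Rv3671c used as enzyme; 0% = enzyme with DMSO and 100% = no enzyme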
Target sequence (P9WHR9 whole entry, looked up, the tested form may be a part): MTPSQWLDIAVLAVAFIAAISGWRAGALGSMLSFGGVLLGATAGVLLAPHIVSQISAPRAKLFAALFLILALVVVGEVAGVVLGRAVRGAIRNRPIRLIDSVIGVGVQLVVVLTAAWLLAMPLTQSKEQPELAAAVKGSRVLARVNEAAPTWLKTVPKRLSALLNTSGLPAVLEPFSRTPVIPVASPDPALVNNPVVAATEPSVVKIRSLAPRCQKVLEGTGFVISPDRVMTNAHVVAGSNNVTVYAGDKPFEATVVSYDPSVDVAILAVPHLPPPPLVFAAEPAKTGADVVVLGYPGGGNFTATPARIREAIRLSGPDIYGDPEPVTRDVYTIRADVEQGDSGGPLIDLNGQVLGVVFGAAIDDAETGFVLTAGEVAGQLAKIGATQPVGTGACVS
Mtb UGM inh: blocks M. tuberculosis UGM enzyme. P9WIQ1. purified UGM, fluorescence polarization probe displacement. inhibition, % at 10 µM. 320,000 compounds, 0.06% hits. AID 504406; in the data active = inhibition above about 10%, passing the limit was not always enough; inconclusive = no clear call, values can overlap the other calls
Target sequence (P9WIQ1 whole entry, looked up): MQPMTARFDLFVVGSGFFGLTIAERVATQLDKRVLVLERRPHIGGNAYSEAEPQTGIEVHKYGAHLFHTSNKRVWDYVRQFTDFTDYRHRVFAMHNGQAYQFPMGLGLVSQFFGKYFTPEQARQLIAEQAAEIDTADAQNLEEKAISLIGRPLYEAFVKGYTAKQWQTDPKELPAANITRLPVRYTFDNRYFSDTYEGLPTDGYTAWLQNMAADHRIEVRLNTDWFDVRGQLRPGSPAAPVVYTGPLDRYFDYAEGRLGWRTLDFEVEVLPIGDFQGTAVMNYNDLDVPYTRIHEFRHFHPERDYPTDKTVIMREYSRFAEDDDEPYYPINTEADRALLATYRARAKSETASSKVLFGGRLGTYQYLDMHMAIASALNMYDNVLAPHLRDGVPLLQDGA
BoNT-F LC inh: inhibitors of Botulinum neurotoxin F light chain protease; Multiplex microsphere protease cleavage assay, flow cytometry; inhibition, % at 10 µM; 360,000 compounds, 0.22% hits; in the data active = inhibition above about 35%, passing the limit was not always enough; inconclusive = no clear call, values can overlap the other calls; note: plate controls were buffer without enzyme for full effect and enzyme alone for no effect
Mtb FBA inh: inhibitors of M. tuberculosis fructose-bisphosphate aldolase. P9WQA3. purified M. tuberculosis FBA, fluorescence read-out. inhibition, % at 1 µM. 360,000 compounds, 2.3% hits. AID 588726; in the data active = inhibition above about 27%;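 note: 0% = vehicle and 100% = reference inhibitor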
PrPC surface inh: reduces human prion protein on the cell surface; P04156; cell surface PrPC, TR-FRET read-out; inhibition, % at 13.8 µM; 370,000 compounds, 0.43% hits; AID 720596; in the data active = inhibition above about 24%; note: 0% = median of the test wells and 100% = reference compound wells
FadD28 binding: inhibitors of Mycobacterium tuberculosis FadD28 bisubstrate binding; FadD28 bisubstrate probe binding, fluorescence polarization; 360,000 compounds, 0.22% hits; inhibition, % at 12.5 µM; in the data active = inhibition above about 8.5%, passing the limit was not always enough; inconclusive = no clear call, values can overlap the other calls
MazF activator: activators of E. coli MazEF toxin-antitoxin RNase | AID 504720 | 350,000 compounds, 0.32% hits | FAM/BHQ RNA-DNA oligo cleavage fluorescence, 5 h | P0AE70 | activation, % at 20 µM; in the data active = activation above about 50%
Target sequence (P0AE70 whole entry, looked up): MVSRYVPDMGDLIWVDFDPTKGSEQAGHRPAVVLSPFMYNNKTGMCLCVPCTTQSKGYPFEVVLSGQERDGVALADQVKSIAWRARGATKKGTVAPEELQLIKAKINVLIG
* = called active by the depositor; u = inconclusive; x = no result given.

SMILES	GDH-TPI counter	Mtb BioA inh	Rv3671c protease	Mtb UGM inh	BoNT-F LC inh	Mtb FBA inh	PrPC surface inh	FadD28 binding	MazF activator
O=C(NCCc1cccs1)c1ccc(CS(=O)Cc2ccc(Cl)cc2)o1 (stereo unspecified)	-4	1.8	-12	0.4	-1	-2	-1	-3.2	2
CCN(CCO)C(=O)c1ccc2oc(Cc3ccc(Cl)cc3)nc2c1	7	-6.8	-2	1.5	u	0	5	-1.4	2
O=C(CSc1cccc[n+]1[O-])Nc1cc([N+](=O)[O-])ccc1Cl	-2	x	-3	3.2	-1	0	-19	-9.7	4
O=[N+]([O-])c1cc([N+](=O)[O-])c2n[nH]c(-c3ccccc3)c2c1	-1	x	7	-1.1	-7	4	-7	-1.0	-9
CCCCN(C(=O)C1CC(=O)N(Cc2ccc(C)cc2)C1)c1c(N)n(CCCC)c(=O)[nH]c1=O (stereo unspecified)	-1	-1.6	2	-1.7	8	3	0	-0.2	-10
COc1cc(/C=C2\CCCc3c2nc2ccccc2c3C(=O)O)cc([N+](=O)[O-])c1O	13	0.2	-1	-0.9	-14	-10	-40	7.3	-7
Cn1c(SCC(=O)Nc2cc(C(C)(C)C)nn2-c2ccccc2)nc2ccccc21	3	x	-3	-0.9	0	-5	-3	-4.6	-3
CCN1/C(=C2\C(=O)N(C)C(=S)N2C)C=Cc2cc(C)ccc21	4	0.0	-2	-1.3	15	4	-30	-0.9	7
CCSc1ncccc1C(=O)N[C@@H](CCSC)C(=O)OC	-4	-2.3	2	1.7	x	3	8	-3.2	3
Cc1nn(C)c(C)c1S(=O)(=O)NC1CCCc2ccccc21 (stereo unspecified)	-4	2.2	-7	-0.5	4	-8	-1	-4.6	-9
COc1ccc(-c2nc3ccc(C)cn3c2NCc2ccccc2)cc1SC1CCCCC1	13	-3.7	6	-0.3	-3	25	x	-1.2	-4
O=C(OCC#CCSc1nnc(-c2ccccc2)o1)c1cccs1	11	1.4	-2	x	-3	2	3	-0.5	-7
CCCS(=O)(=O)NC(=O)C1(C)CCCN(C(=O)c2cc(C)n(C(C)(C)C)n2)C1 (stereo unspecified)	-4	-1.1	x	x	-2	3	1	-1.9	x
CS(=O)(=O)Nc1ccccc1C(=O)Nc1ccccc1C(=O)N1CCCC1	-6	-1.5	3	1.3	-2	1	1	-5.7	2
CC1(C)Cc2ccccc2C(NNC(=O)c2ccncc2)=N1	26	-0.6	0	8.2	12	-4	0	-0.5	3
Cc1ccc(C(=O)Nc2ccccc2N2CCN(C(=O)C(C)C)CC2)cc1	7	0.6	9	1.3	-18	0	5	-3.1	1
COc1c2occc2c(OC)c2c(=O)cc(C(F)(F)C(F)(F)F)oc12	4	-1.0	-1	2.1	-6	1	2	-2.7	-6
CCN1C[C@]2(COC)CC[C@H](O)[C@@]34C5C[C@H]6[C@H](O)C5[C@](O)(C[C@H]6OC)[C@@H]([C@H](OC)C23)[C@@H]14 (stereo partly specified)	-2	-0.1	-13	-2.8	-9	1	x	-1.6	-10
CCOc1ccc(NC(=O)CSc2nnc(NC(=O)C3CC3)s2)cc1	-4	2.1	3	-1.7	u	-2	0	-0.5	11
CC(=O)N1CCc2cc(S(=O)(=O)CCC(=O)NCCc3ccccc3)ccc21	3	0.8	-7	1.0	-5	-3	-3	0.2	-1
COc1ccc(-c2cc(C(F)(F)F)n3nc(C(=O)N(C)Cc4ccccc4)cc3n2)cc1OC	-8	x	-7	0.3	-6	-3	-4	-2.4	14
O=C(CN1C(=O)NC2(CCCC2)C1=O)Nc1nc2ccccc2[nH]1	1	-2.5	0	-4.5	-2	3	-6	0.4	11
CCc1ccc(NC(=O)C2CCCN(S(=O)(=O)c3cccnc3)C2)cc1 (stereo unspecified)	2	x	4	-1.9	-2	0	4	-2.7	-3
O=C(Nc1cccnc1Cl)c1cc(-c2ccco2)on1	15	x	-5	-3.0	8	2	-1	-0.1	7
COCC(C)N=Cc1c(O)[nH]c2ccccc12 (stereo unspecified)	24	1.2	-4	-1.5	1	-6	-1	u	1

Quoted from the listing:
COc1ccc(-c2cc(C(F)(F)F)n3nc(C(=O)N(C)Cc4ccccc4)cc3n2)cc1OC in PrPC surface inh is entered as -4
CCN(CCO)C(=O)c1ccc2oc(Cc3ccc(Cl)cc3)nc2c1 in MazF activator is entered as 2
COCC(C)N=Cc1c(O)[nH]c2ccccc12 (stereo unspecified) in Rv3671c protease is entered as -4

Remaining list, next part:
SMILES	GDH-TPI counter	Mtb BioA inh	Rv3671c protease	Mtb UGM inh	BoNT-F LC inh	Mtb FBA inh	PrPC surface inh	FadD28 binding	MazF activator
COCCN1Cc2cccc(C(=O)N3CCN(c4cc(C)ccc4C)CC3)c2C1=O	5	-0.5	3	-1.1	-7	4	-7	0.7	2
COCCn1c(=N)c(S(=O)(=O)c2ccc(F)cc2)cc2c(=O)n3cccc(C)c3nc21	-13	-0.8	-1	-1.8	1	-3	3	-3.8	6
COc1ccc([C@H]2N[C@]3(CCCN(Cc4ccccc4)C3=O)[C@H]3C(=O)N(C)C(=O)[C@@H]23)cc1	0	-1.4	x	x	-5	4	-2	-0.6	10
O=C(C1CCCO1)N(c1ccc(F)cc1)C1C=CS(=O)(=O)C1 (stereo unspecified)	-1	x	1	1.9	-2	0	-1	-5.8	6
Nc1ccccc1SCc1cn2cccnc2n1	-1	-0.3	2	2.6	6	1	-2	0.5	15
CC(OC(=O)C1CCN(c2ccc(C(F)(F)F)cn2)CC1)C(=O)Nc1ccc(S(N)(=O)=O)cc1 (stereo unspecified)	8	-0.1	-7	-1.4	-5	1	-2	-6.9	-24
O=C1C2CCCCN2C(=O)N1CCN1CCN(c2ccc([N+](=O)[O-])cc2)CC1 (stereo unspecified)	24	2.5	0	1.7	-3	-1	-26	-3.6	-14
CC(=O)c1ccc(-c2ccc(C(=O)Nc3nc(-c4ccccn4)cs3)o2)cc1	21	6.2	-1	-2.0	x	24	0	-5.4	12
CCOc1ncccc1C(=O)OCC(=O)c1ccc(OC)c(OC)c1	0	x	-10	-0.1	-4	1	-4	-0.2	-27
CC(Oc1ccc(Cl)cc1Cl)C(=O)Nc1ccc(OCC(=O)O)cc1 (stereo unspecified)	2	x	1	-2.8	-2	-2	2	-3.5	-2
Cc1cc2cc(CNC(=O)c3ccc(S(=O)(=O)N4CCCCC4)cc3)ccc2n1C	14	-1.8	6	0.6	-78	-2	39*	2.1	-15
CC(C)CC1C(=O)N(Cc2cn(CC3CCCCC3)nn2)CCS(=O)(=O)N1Cc1ccc(-c2cccc(C#N)c2)cc1 (stereo unspecified)	12	-2.4	x	x	-4	0	-14	-2.7	-3
Cc1nn(CC(O)CN2c3ccccc3Sc3ccccc32)c(C)c1Br (stereo unspecified)	-9	0.2	4	0.6	3	7	-1	-1.5	-6
COc1ccc(-n2c(-c3ccccc3)cc3c2CCCC3=O)cc1	-6	2.3	1	2.9	3	-3	x	-3.8	14
O=C(c1cccc2nccnc12)N1CCCC(Nc2ccc(F)c(F)c2)C1 (stereo unspecified)	2	24	1	1.6	-4	0	-6	-2.1	-4
CCc1ccc2c(c1)C(c1ccc([N+](=O)[O-])cc1)=NNC(c1ccc(C)cc1)=N2	13	1.3	-8	-1.8	2	-2	0	-8.1	13
C=CCn1c(COc2cccc3ccc(C)nc23)nnc1SCC(=O)OC	13	0.6	-1	1.0	28	11	0	-1.6	8
CCC(C)(C)NC(=O)c1cccc(NC(=O)C(C)C)c1	-2	x	-2	-3.2	10	-1	1	-2.5	4
COc1ccc(N(C(=O)CNC(=O)c2ccco2)C(C(=O)NCC2CCCO2)c2ccccc2)cc1Cl (stereo unspecified)	-2	-0.8	3	-0.6	-1	0	-11	-4.9	7
O=C(c1ccc(Br)cc1)C12CN3CN(CN(C3)C1)C2	-7	x	7	-0.2	-7	2	-5	-0.4	8
Cn1c(-c2c(N)n(CCc3ccccc3)c3nc4ccccc4nc23)nc2ccccc21	0	-1.8	4	1.7	-23	7	x	-5.0	-12
COc1cc(OC)cc(C(=O)OCC(=O)Nc2cccc(S(=O)(=O)NC3=NCCCCC3)c2)c1	4	0.7	1	2.9	-12	2	-2	-2.9	0
Cn1c(SCC(=O)c2ccccc2)nnc1-c1cccc(N)c1	5	x	-6	0.2	3	2	3	-2.2	5
CCOC(=O)c1sc(N)c(C(=O)Nc2ccccc2)c1C	3	-0.2	-5	-0.1	-5	0	4	-1.9	6
O=C(O)CC(c1cccc(Cl)c1)n1cccc1 (stereo unspecified)	4	-1.1	1	-2.0	-19	-2	-2	0.3	-4

Just Rv3671c protease (2 entries from above):
SMILES | Rv3671c protease
O=C(O)CC(c1cccc(Cl)c1)n1cccc1 (stereo unspecified) | 1
CC(Oc1ccc(Cl)cc1Cl)C(=O)Nc1ccc(OCC(=O)O)cc1 (stereo unspecified) | 1

Next entries follow.
SMILES	GDH-TPI counter	Mtb BioA inh	Rv3671c protease	Mtb UGM inh	BoNT-F LC inh	Mtb FBA inh	PrPC surface inh	FadD28 binding	MazF activator
CC1CCC2(CC1)NC(=O)N(CC(=O)N1CCN(C(=O)c3ccco3)CC1)C2=O (stereo unspecified)	-3	-0.3	-4	0.3	-12	-1	8	-3.2	1
Oc1ccccc1C1=NCCNC(C(F)(F)C(F)F)=C1	28	-2.7	0	6.9	-6	-4	-3	-1.9	-3
Cc1ccc(S(=O)(=O)N(CC(=O)Nc2cccnc2)c2ccccc2C)cc1	-1	0.5	3	1.2	-3	0	8	-0.4	-7
O=C(Nc1ccccc1)NC1CS(=O)(=O)CC1O (stereo unspecified)	-4	-3.5	4	2.1	-2	1	1	0.9	-9
COc1ccc(C(=O)Nc2nnc(SCC(=O)NCC3CCCO3)s2)cc1OC (stereo unspecified)	2	0.3	-7	1.3	-2	-2	-1	-2.2	4
COC(=O)C(CCCCN1C(=O)C2C3C=CC(C3)C2C1=O)N1C(=O)C2C3C=CC(C3)C2C1=O (stereo unspecified)	-9	-1.2	2	1.3	-2	-11	-1	-4.6	0
N#CCCN1CCN(Cc2ccccc2)CCC1=O	6	-0.5	-3	-0.4	-3	-1	0	-0.9	4
CC1(C(=O)O)CCCN1C(=O)c1cccc(F)c1 (stereo unspecified)	14	-0.1	x	x	5	5	-2	-0.9	x
O=C(O)c1ccc(N=NN2CCCCCC2)cc1	23	x	-14	-0.6	6	-2	-9	0.0	6
O=[N+]([O-])c1ccccc1NCc1ccc(Cl)cc1	x	x	-2	0.2	x	x	0	x	-10
Cc1cccc(C)c1NC(=O)COC(=O)c1cc(-c2cccnc2)nc2ccccc12	7	-4.3	-7	3.3	-16	3	3	-1.3	8
CCc1ccc2[nH]c(=O)c(CN(Cc3ccccc3)C(=O)Nc3ccccc3OC)cc2c1	8	-0.4	-8	0.2	-1	2	0	0.6	-1
COC(=O)NC(=S)Nc1ccccc1NC(=S)NC(=O)OC	1	0.1	x	x	-5	0	-6	-2.7	-4
Cc1cc(C)n2nc(C(=O)OCC(=O)c3cc(C)n(CC4CCCO4)c3C)nc2n1 (stereo unspecified)	-1	x	1	0.1	-3	-1	0	-1.6	7
Cc1cccc(OCCC(=O)Nc2ccc(F)c(Cl)c2)c1	14	x	4	-0.6	-2	-2	1	-3.3	2
O=C(COC(=O)CNS(=O)(=O)c1ccc2ccccc2c1)Nc1ccccc1Sc1ccccc1	-3	x	-60	0.7	-9	-1	1	-3.7	-3
CCC(NC(=O)c1cccc(Cn2cc([N+](=O)[O-])cn2)c1)c1ccc(C(C)C)cc1 (stereo unspecified)	-4	0.4	-16	5.3	-8	0	-1	-4.2	-12
COc1ccc(C)cc1NC(=O)C(=O)N/N=C(\C)CC(=O)Nc1cccnc1	6	x	3	2.8	-2	-1	9	-1.3	-1
CC(=O)Nc1cccc(-c2cn3ccccc3n2)c1	8	x	-6	0.5	-8	43*	-4	-0.8	3
Cn1c(SCc2ccccc2)nc(N)c(N=O)c1=O	22	4.4	-2	-1.3	-5	0	-7	-1.0	0

Screening results deposited in PubChem BioAssay by several laboratories.

An unsorted share of the library; about 4.8% have a hit in one of these screens.
